PLAP inhibition: inhibition of human placental alkaline phosphatase – biochemical, luminescence, HTS (AID 690); purified PLAP, luminescent substrate; higher % means a stronger effect; inhibition, % at 20 µM; hits with a dose series show IC50 in µM; 96,000 tested, 0.08% active; in the data active = a potency from the dose series; inactive = the rest, 99 in 100 with inhibition below about 30%; also: strong numbers were not always called active
NFkB transloc inh: blocks IL-1B driven NFkB nuclear translocation in HUVEC cells; HUVEC IL-1B NFkB p65 nuclear translocation imaging; inhibition, % at 2 µM; 94,000 tested, 0.43% active; AID 796;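 active = inhibition above about 30% together with a positive call from visual inspection of the well image, limit read from the data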;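 also: nuclear over cytoplasmic p65 intensity ratio measured by imaging; 0% = IL-1B stimulated DMSO wells and 100% = unstimulated DMSO wells; values of inactives mirror those of a sister screen read the other way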
MRP resist rev: reverses drug resistance mediated by MRP. H69AR cells + 2 uM doxorubicin, CellTiter-Glo, 72 h. differential viability (reversal), % at 10 µM. 85,000 tested, 0.04% active;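 active = viability drop by adding the cancer drug above about 55%, with treated viability meeting a 40% cutoff, limit read from the data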;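 also: viability without doxorubicin minus viability with 2 µM doxorubicin for each compound; larger differential means the compound sensitizes cells more to doxorubicin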
Bcl-B displacement: displacers of TR3 peptide from Bcl-B, primary screen, selectivity assay for Bfl-1 inhibitor project, biochemical, fluorescence polarization. FP displacement of FITC-TR3 peptide from Bcl-B; higher % means a stronger effect. one-dose displacement, % at 20 µM; IC50 in µM for titrated hits. 96,000 tested, 0.11% active. AID 748;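 active = displacement above 50% at 20 µM plus a fluorescence interference ratio under 1.5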;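 also: plate controls were wells without compound for no effect and wells lacking Bcl-B protein for full effect; a part of the inactive calls stands beside numbers as strong as those of hits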
IL1B NFkB pot: enhances IL-1B driven NFkB nuclear translocation; HUVEC IL-1B NFkB p65 nuclear translocation imaging; activation, % at 2 µM; 94,000 tested, 0.3% active; AID 819;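 active = activation above 40%, about the mean plus 3 SD, also judged a hit on visual image review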;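 also: percent activation is computed from the nuclear over cytoplasmic p65 intensity ratio; values of inactives mirror those of a sister screen read the other way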
MRP resist rev cytotoxicity: also measured in MRP resist rev; calls as there; viability, %; H69AR cells, CellTiter-Glo, 72 h; measured here: cytotoxicity without doxorubicin
MRP resist rev with doxorubicin: second read-out of MRP resist rev, no call of its own (marks repeat the call); viability, %; measured here: viability with 2 uM doxorubicin; hits give low values
NFkB transloc inh cell count 2 µM: further read-out of NFkB transloc inh, marked with its call; cell count; measured here: cells passing quality filter;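 raw number of nuclei counted in each imaged well without normalization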
IL1B NFkB pot cell count 2 µM: also measured in IL1B NFkB pot; calls as there; cell count; measured here: cells passing quality filter
Numbers without * were called inactive; / = not tested or not shown. These rows are one share of the data, so the mix of outcomes need not match the whole.

SMILES | MRP resist rev with doxorubicin | Bcl-B displacement | MRP resist rev | NFkB transloc inh cell count 2 µM | IL1B NFkB pot cell count 2 µM | IL1B NFkB pot | PLAP inhibition | NFkB transloc inh | MRP resist rev cytotoxicity
COC(=O)C[C@]1(C(=O)OC)CN(C#N)N(c2ccc(Cl)cc2)C12c1ccccc1-c1ccccc12 | 1 | / | 0 | 134 | 134 | -26 | / | 26 | 1
COc1ccc2c(c1)CC1(CN2C)C(=O)NC(=O)N(c2ccc(C)cc2)C1=O (stereo unspecified) | 81 | -10% | -2 | 182 | 182 | 20 | -72% | -20 | 79
CCCc1nc2ccccc2c(=O)n1-c1cccc(OC)c1 | 90 | -1% | 1 | 124 | 124 | -3 | 6% | 3 | 90
N#Cc1ccc(Cn2cc(C(=O)c3ccco3)c3ccccc32)cc1 | 81 | 1% | -32 | 131 | 131 | -2 | 6% | 2 | 49
CCC(=NCC1CCCO1)c1c(O)[nH]c(=O)[nH]c1=O (stereo unspecified) | 96 | 0% | 6 | 102 | 102 | 10 | -4% | -10 | 102
CC(=NCc1cccnc1)c1c(O)n(-c2ccccc2)c(=O)[nH]c1=O | 106 | -11% | -3 | 174 | 174 | -9 | 2% | 9 | 103
CCCCn1c(O)c(C(C)=Nc2ccc(OCC)cc2)c(=O)[nH]c1=O | 81 | -33% | 1 | / | / | / | 12% | / | 82
N[C@@H](Cc1c[nH]c2ccccc12)c1nnc(SCc2ccc(Cl)cc2)o1 | 95 | 6% | 4 | 107 | 107 | 1 | -80% | -1 | 98
O=c1c2ccccc2nc(CSc2ncnc3nc[nH]c23)n1-c1ccc(Cl)c(Cl)c1 | / | -1% | / | 117 | 117 | -2 | -64% | 2 | /
CCOP(=S)(OCC)SCC(=O)NC(C(=O)O)C(C)C (stereo unspecified) | 96 | -15% | -2 | 193 | 193 | 15 | -40% | -15 | 94
CCCCNC(=O)c1c(N)n(Cc2ccc3c(c2)OCO3)c2nc3ccccc3nc12 | 5 | -16% | 0 | 158 | 158 | 0 | -4% | 0 | 5
COC(=O)c1cc(C(O)(C(=O)OC)C(F)(F)F)c(/N=C/N(C)C)s1 (stereo unspecified) | 90 | -14% | 9 | 188 | 188 | 16 | -2% | -16 | 99
CCCCn1c(O)c(C(CC)=Nc2ccc(OC)cc2OC)c(=O)[nH]c1=O | 71 | 3% | -37 | 176 | 176 | -9 | -4% | 9 | 34
COC(=O)C(O)(c1c(C)[nH]n(-c2ccccc2)c1=O)C(F)(F)F (stereo unspecified) | 104 | -12% | -4 | 168 | 168 | 0 | 5% | 0 | 100
N/C(=N\N=C\c1ccc(O)cc1O)N[N+](=O)[O-] | 98 | 3% | 6 | 182 | 182 | 1 | -10% | -1 | 104

More compounds follow:
SMILES | MRP resist rev with doxorubicin | Bcl-B displacement | MRP resist rev | NFkB transloc inh cell count 2 µM | IL1B NFkB pot cell count 2 µM | IL1B NFkB pot | PLAP inhibition | NFkB transloc inh | MRP resist rev cytotoxicity
C=CCN1C(=O)C2(C(C(=O)OCC)=C(N)Oc3ccccc32)C2=C1CCCC2=O (stereo unspecified) | 82 | -7% | 2 | 111 | 111 | -10 | -17% | 10 | 84
O=C1NC(=O)N(c2ccc3c(c2)OCO3)C(=O)/C1=C/c1ccc(N2CCCCC2)o1 | / | -198% | / | 114 | 114 | 28 | 24% | -28 | /
CCN1CCN(Cc2ccccc2C)CC1 | 81 | -5% | 14 | / | / | / | -2% | / | 95
CCCCn1c(O)c(C(C)=NCc2ccc(F)cc2)c(=O)[nH]c1=O | 85 | 4% | -11 | 114 | 114 | 14 | 19% | -14 | 74
CC(C)OC(=O)C1C(=O)NC2(C)CC1c1ccccc1O2 (stereo unspecified) | 84 | -8% | 15 | 171 | 171 | -5 | -6% | 5 | 99
O=c1c2ccccc2nc(-c2ccco2)n1-c1ccncc1 | 72 | 15% | 19 | 192 | 192 | 11 | -7% | -11 | 91
O=C(C1CC(=O)N(C2CCCC2)C1)N1CCC2(CC1)OCCO2 (stereo unspecified) | 101 | 3% | 2 | 87 | 87 | 18 | -11% | -18 | 102
Cc1nc2cc(C(F)(F)F)ccc2n1C1CCN(Cc2nnnn2CCc2ccccc2)CC1 | 14 | / | 36 | 61 | 61 | -8 | / | 8 | 50
O=C(Nc1ccccc1OC(=O)N1CCOCC1)N1CCOCC1 | 93 | -2% | -1 | 186 | 186 | 10 | 10% | -10 | 91
COC(=O)c1cc(COc2cc(C)cc3oc(=O)c4c(c23)CCC4)c(C)o1 | 76 | 3% | 16 | / | / | / | -4% | / | 92
Cc1cc(C)c(S(=O)(=O)NCC2CCC(C(=O)N3CCC4(CC3)OCCO4)CC2)c(C)c1 (stereo unspecified) | 76 | -1% | -13 | 177 | 177 | 13 | -74% | -13 | 63
CC(C(=O)Nc1ccc(Br)cc1C(=O)c1ccccc1)N1CCCCC1 (stereo unspecified) | / | 2% | / | 190 | 190 | -5 | 11% | 5 | /
O=C(Cc1ccccc1)Oc1ccc(N2C(=O)C3CCCCC3C2=O)cc1 (stereo unspecified) | 103 | / | -14 | 168 | 168 | 6 | / | -6 | 89
Cn1c(O)c(C(=N)COc2cccc(Cl)c2)c(=O)n(C)c1=O | / | 5% | / | 124 | 124 | -13 | 2% | 13 | /
CC(C)Cn1cc(C(=O)N2CCC3(CC2)OCCO3)c2c3ccccc3n(C)c2c1=O | 75 | -3% | -11 | 212 | 212 | 34 | -51% | -34 | 65

A draw from above in order of formula weight, falling:
SMILES | MRP resist rev with doxorubicin | Bcl-B displacement | MRP resist rev | NFkB transloc inh cell count 2 µM | IL1B NFkB pot cell count 2 µM | IL1B NFkB pot | PLAP inhibition | NFkB transloc inh | MRP resist rev cytotoxicity
Cc1cc(C)c(S(=O)(=O)NCC2CCC(C(=O)N3CCC4(CC3)OCCO4)CC2)c(C)c1 (stereo unspecified) | 76 | -1% | -13 | 177 | 177 | 13 | -74% | -13 | 63
O=C(Cc1ccccc1)Oc1ccc(N2C(=O)C3CCCCC3C2=O)cc1 (stereo unspecified) | 103 | / | -14 | 168 | 168 | 6 | / | -6 | 89
O=C(C1CC(=O)N(C2CCCC2)C1)N1CCC2(CC1)OCCO2 (stereo unspecified) | 101 | 3% | 2 | 87 | 87 | 18 | -11% | -18 | 102

Next part
SMILES | MRP resist rev with doxorubicin | Bcl-B displacement | MRP resist rev | NFkB transloc inh cell count 2 µM | IL1B NFkB pot cell count 2 µM | IL1B NFkB pot | PLAP inhibition | NFkB transloc inh | MRP resist rev cytotoxicity
CN(C)C(Cc1ccccc1)C(=O)c1ccc(-c2ccccc2)cc1 (stereo unspecified) | / | -52% | / | 166 | 166 | 7 | -69% | -7 | /
CN1CCc2nc3sc(C#N)c(N)c3c(-c3cccs3)c2C1 | 59 | 57% | 2 | 95 | 95 | -2 | 10% | 2 | 61
COc1ccc(C2SCC(=O)Nc3c2c(C)nn3-c2ccccc2)cc1OC (stereo unspecified) | 99 | -3% | -8 | 156 | 156 | -1 | -8% | 1 | 91
N#CC1=C(N)Oc2c(c(=O)oc3ccccc23)C1c1cccnc1 (stereo unspecified) | 82 | -2% | 10 | / | / | / | -1% | / | 92
C=CCn1c(O)c(C(C)=NCc2ccco2)c(=O)[nH]c1=O | 67 | -1% | 13 | 159 | 159 | -6 | 18% | 6 | 80
O=c1[nH]c(=O)n(CCc2ccccc2)c(O)c1C=NCCN1CCNCC1 | 104 | -2% | -10 | 188 | 188 | -10 | -1% | 10 | 93
C=CCN1C(=O)NC(=O)/C(=C/c2cnc(SC)nc2)C1=O | / | 7% | / | 166 | 166 | 2 | -4% | -2 | /
CN(C)C(=O)Oc1cccc2c(OC(=O)N(C)C)cccc12 | 90 | -1% | 6 | 182 | 182 | 8 | -7% | -8 | 96
CNCCc1nc(N)n[nH]1 | 92 | 3% | -10 | 189 | 189 | 13 | 1% | -13 | 82
CC(C)COc1ccc(C2(C#N)CC[N+](C)(C)CC2)cc1 | / | -1% | / | 135 | 135 | 20 | 25% | -20 | /
CCCCn1c(O)c(C(C)=NCCc2ccccc2)c(=O)[nH]c1=O | 81 | -11% | 6 | 208 | 208 | 0 | 13% | 0 | 86
O=c1[nH]c(=S)n(CCC2=CCCCC2)c(O)c1C=NCCCn1ccnc1 | 69 | -88% | 11 | 190 | 190 | 0 | -48% | 0 | 80
Cc1ccc(N2C(=O)/C(=C/c3ccc(CN(CCC#N)S(C)(=O)=O)o3)C(=O)NC2=S)cc1C | / | -27% | / | 150 | 150 | -1 | -38% | 2 | /
CCCCCSc1cc(OC)c(CCNC)cc1OC | / | 0% | / | 152 | 152 | 4 | -13% | -4 | /
CN1C(=O)c2ccccc2Sc2ccc(C(=O)N3CCC4(CC3)OCCO4)cc21 | 65 | 1% | 15 | 175 | 175* | 157* | 0% | -157 | 80

Quoted at random: 3 entries already listed
SMILES | MRP resist rev with doxorubicin | Bcl-B displacement | MRP resist rev | NFkB transloc inh cell count 2 µM | IL1B NFkB pot cell count 2 µM | IL1B NFkB pot | PLAP inhibition | NFkB transloc inh | MRP resist rev cytotoxicity
N#CC1=C(N)Oc2c(c(=O)oc3ccccc23)C1c1cccnc1 (stereo unspecified) | 82 | -2% | 10 | / | / | / | -1% | / | 92
CN(C)C(Cc1ccccc1)C(=O)c1ccc(-c2ccccc2)cc1 (stereo unspecified) | / | -52% | / | 166 | 166 | 7 | -69% | -7 | /
Cc1ccc(N2C(=O)/C(=C/c3ccc(CN(CCC#N)S(C)(=O)=O)o3)C(=O)NC2=S)cc1C | / | -27% | / | 150 | 150 | -1 | -38% | 2 | /

Profiles, looked up by structure:
`COC(=O)C(O)(c1c(C)[nH]n(-c2ccccc2)c1=O)C(F)(F)F` (stereo unspecified) is entered as MRP resist rev with doxorubicin = 104; Bcl-B displacement = -12%; MRP resist rev = -4; NFkB transloc inh cell count 2 µM = 168; IL1B NFkB pot cell count 2 µM = 168; IL1B NFkB pot = 0; PLAP inhibition = 5%; NFkB transloc inh = 0; MRP resist rev cytotoxicity = 100
`Cn1c(O)c(C(=N)COc2cccc(Cl)c2)c(=O)n(C)c1=O` is entered as MRP resist rev with doxorubicin = /; Bcl-B displacement = 5%; MRP resist rev = /; NFkB transloc inh cell count 2 µM = 124; IL1B NFkB pot cell count 2 µM = 124; IL1B NFkB pot = -13; PLAP inhibition = 2%; NFkB transloc inh = 13; MRP resist rev cytotoxicity = /
`CN(C)C(Cc1ccccc1)C(=O)c1ccc(-c2ccccc2)cc1` (stereo unspecified) is entered as MRP resist rev with doxorubicin = /; Bcl-B displacement = -52%; MRP resist rev = /; NFkB transloc inh cell count 2 µM = 166; IL1B NFkB pot cell count 2 µM = 166; IL1B NFkB pot = 7; PLAP inhibition = -69%; NFkB transloc inh = -7; MRP resist rev cytotoxicity = /

Continued:
SMILES | MRP resist rev with doxorubicin | Bcl-B displacement | MRP resist rev | NFkB transloc inh cell count 2 µM | IL1B NFkB pot cell count 2 µM | IL1B NFkB pot | PLAP inhibition | NFkB transloc inh | MRP resist rev cytotoxicity
CCC(C)NC(=O)c1c(N)n(Cc2ccc3c(c2)OCO3)c2nc3ccccc3nc12 (stereo unspecified) | / | -87% | / | 129 | 129 | 20 | -71% | -20 | /
COc1ccc(OP(=O)(Nc2ccccc2)Nc2ccccc2)cc1 | / | 2% | / | 214 | 214 | -7 | -11% | 7 | /
CC(=NCc1ccc(F)cc1)c1c(O)n(C)c(=O)n(C)c1=O | 94 | 0% | -4 | 96 | 96 | 1 | 20% | -1 | 90
O=C(Cn1cnc2ccccc2c1=O)NCCC(=O)N1CCC2(CC1)OCCO2 | 96 | -8% | -3 | 139 | 139 | 5 | 7% | -5 | 93
CC(Cc1ccccc1)[n+]1cc(/N=C(\[O-])Nc2ccccc2)on1 (stereo unspecified) | 92 | -2% | -21 | 56 | 56 | -12 | 16% | 12 | 71
COc1ccc2c(c1)CC1(CN2C)C(=O)NC(=O)N(c2ccc(F)cc2)C1=O (stereo unspecified) | 87 | 16% | 5 | 72 | 72 | 6 | -38% | -6 | 92

An excerpt from above with just NFkB transloc inh, PLAP inhibition and IL1B NFkB pot cell count 2 µM.
Molecule	NFkB transloc inh	PLAP inhibition	IL1B NFkB pot cell count 2 µM
CCN1CCN(Cc2ccccc2C)CC1	/	-2%	/
O=c1c2ccccc2nc(CSc2ncnc3nc[nH]c23)n1-c1ccc(Cl)c(Cl)c1	2	-64%	117
